# CHRM4 antagonist: blocks acetylcholine activation of human M4 receptor; AID 624125; CHO-hM4 cells, ACh EC80, Fluo-8 calcium fluorescence; P08173; hit rate 0.73% among 360,000; inhibition, % at 3 µM;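 active = inhibition above its plate's cutoff, the mean inhibition of sample wells plus 3 SD, cut at about 27% in these data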;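 note: 0% = acetylcholine EC80 with DMSO and 100% = DMSO without agonist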
# M1 antag: blocks human M1 muscarinic receptor; CHO-K1 hM1, Fluo-8 calcium fluorescence, ACh EC80 antagonist; inhibition, % at 3 µM; hit rate 1.3% among 360,000; AID 588852;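 active = percent inhibition above its own plate's cutoff, namely the mean of that plate's compound wells plus 3 SD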;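 note: peak over basal fluorescence ratio during 140 s after agonist addition; 0% = ACh EC80 plus DMSO and 100% = DMSO alone without agonist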
# Target sequence (P11229 whole entry, looked up): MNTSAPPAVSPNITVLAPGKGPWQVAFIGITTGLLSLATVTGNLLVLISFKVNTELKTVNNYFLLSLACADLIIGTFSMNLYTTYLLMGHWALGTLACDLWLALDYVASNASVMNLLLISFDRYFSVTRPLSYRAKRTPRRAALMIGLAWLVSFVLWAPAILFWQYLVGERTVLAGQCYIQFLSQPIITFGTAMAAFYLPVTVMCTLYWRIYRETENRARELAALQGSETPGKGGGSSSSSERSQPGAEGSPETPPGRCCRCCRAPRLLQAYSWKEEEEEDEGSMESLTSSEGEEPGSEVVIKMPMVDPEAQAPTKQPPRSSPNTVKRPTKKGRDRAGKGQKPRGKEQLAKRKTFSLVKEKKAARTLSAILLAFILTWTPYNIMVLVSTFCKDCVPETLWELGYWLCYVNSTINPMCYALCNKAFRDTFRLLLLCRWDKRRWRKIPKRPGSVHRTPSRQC
# CHRM5 PAM: CHRM5 positive allosteric modulation. P08912. CHO-K1 hM5, Fluo-8 calcium, ACh EC20 PAM; 0% = ACh EC20, 100% = ACh EC100. activation, % at 3 µM. hit rate 0.3% among 360,000. AID 624038;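 active = activation above the run cutoff, the mean activation of all test compounds plus 3 SD, cut at about 18% in these data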
# Target sequence (P08912 whole entry, looked up): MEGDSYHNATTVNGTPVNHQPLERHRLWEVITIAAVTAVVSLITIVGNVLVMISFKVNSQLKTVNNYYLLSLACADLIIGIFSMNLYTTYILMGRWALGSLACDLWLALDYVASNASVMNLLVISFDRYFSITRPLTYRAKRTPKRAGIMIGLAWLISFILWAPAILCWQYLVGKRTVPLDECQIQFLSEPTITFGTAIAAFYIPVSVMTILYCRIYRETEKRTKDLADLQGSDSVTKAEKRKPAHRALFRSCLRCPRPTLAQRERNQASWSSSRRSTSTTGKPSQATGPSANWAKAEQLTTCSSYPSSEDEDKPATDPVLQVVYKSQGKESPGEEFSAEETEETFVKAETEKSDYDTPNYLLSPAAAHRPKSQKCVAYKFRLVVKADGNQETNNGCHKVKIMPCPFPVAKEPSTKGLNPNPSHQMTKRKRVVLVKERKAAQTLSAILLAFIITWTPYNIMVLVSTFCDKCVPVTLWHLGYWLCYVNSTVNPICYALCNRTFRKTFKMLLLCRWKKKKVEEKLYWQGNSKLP
#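 Probe or stimulus: acetylcholine, EC20 level; Assay system: human M5 receptor in CHO-K1 cells; Schedule: compound preincubation 140 s before EC20 acetylcholine addition; Technique: intracellular calcium via Fluo-8 fluorescence; Dosing: single-point, 3 µM nominal; Read-out basis: percent activation from peak-over-basal fluorescence ratio, scaled EC20-to-EC100 acetylcholine; Repeats: one well per compound, no replicates.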
# M1 PAM: positive allosteric modulators of human M1 muscarinic receptor; AID 588819; P11229; hit rate 0.088% among 360,000; activation, % at 3 µM; CHO-K1 hM1, Fluo-8 calcium fluorescence, ACh EC20; 0% = ACh EC20, 100% = maximal ACh; in the data active = activation above about 19%, passing the limit was not always enough
# CHRM5 agonist: CHRM5 agonism in calcium assay. P08912. AID 624037. CHO-K1 hM5 cells, Fluo-8 calcium fluorescence; 0% DMSO wells, 100% maximal acetylcholine response. hit rate 0.19% among 360,000. activation, % at 3 µM;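 active = activation above the run's mean over test compounds plus 3 SD, cut at about 23% in these data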;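 note: signal is peak over basal fluorescence ratio across the kinetic read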
# CHRM5 antagonist: antagonists of human muscarinic M5 receptor (CHRM5); CHO-hM5 cells, Fluo-8 calcium fluorescence, ACh EC80; hit rate 0.59% among 360,000; P08912; inhibition, % at 3 µM; AID 624040;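 active = inhibition above a per-plate cutoff, the mean of that plate's test compounds plus 3 SD, cut at about 27% in these data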;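 note: 0% = acetylcholine EC80 with DMSO and 100% = DMSO without agonist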
# M4 ag: CHRM4 agonism in calcium assay | P08173 | CHO-K1 hM4/Gqi5, Fluo-8 calcium fluorescence; vehicle 0%, full acetylcholine response 100% | activation, % at 3 µM | hit rate 0.14% among 360,000;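 active = activation above the run mean over all test wells plus 3 SD, cut at about 32% in these data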;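 note: peak over basal fluorescence ratio per well then scaled between controls; 0% = DMSO wells and 100% = acetylcholine at EC100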
# M1 ag: agonists of human M1 muscarinic receptor; activation, % at 3 µM; CHO-K1 hM1, Fluo-8 calcium fluorescence, agonist mode; 0% DMSO, 100% acetylcholine EC100; hit rate 0.33% among 360,000;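 active = activation above the run's mean compound activation plus 3 SD, cut at about 16% in these data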;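 note: peak over basal fluorescence ratio within a 140 s kinetic read after compound addition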
# TAAR1 agonist: agonists of human TAAR1 | AID 624467 | activation, % at 3 µM | hit rate 0.99% among 360,000 | CHO RD-HGA16 TAAR1, Fluo-8 calcium fluorescence; vehicle wells 0%, saturating PEA agonist 100% | Q96RJ0;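 active = activation above the mean activation of all test compounds in the run plus 3 SD, cut at about 38% in these data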
#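 System: CHO-derived RD-HGA16 cells with stable Gα16 and human TAAR1. Times: 17-24 h plating, Fluo-8 75 min 37 °C, 30 min RT. Measured by: calcium-sensitive Fluo-8 signal, excitation 470-495, emission 515-575 nm. Read-out basis: % activation relative to PEA EC100 response. Control set: DMSO and PEA EC100. Repeats: no replicates (n 1).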
# Numbers without * were called inactive; . = not tested or not shown.
TAAR1 agonist	CHRM5 agonist	M1 antag	M4 ag	CHRM4 antagonist	CHRM5 antagonist	M1 PAM	M1 ag	CHRM5 PAM	mol
-1	0	-16	0	-10	-1	16	0	3	Cc1nc(SCc2ccc([N+](=O)[O-])cc2)n[nH]1
6	3	-2	12	3	10	-11	2	-7	CC(=O)c1ccc(NC(=O)Nc2cccc3ccccc23)cc1
3	-4	-2	0	-1	-2	8	-4	-1	Cc1ccccc1-n1nnnc1SC1CCOC1=O (centres undefined)
0	0	-1	1	2	-12	5	-4	-6	COCC(C)NC(=O)c1cccc([N+](=O)[O-])c1 (centres undefined)
.	4	0	2	-4	2	9	1	11	Cc1cc(C(=O)COC(=O)c2cc(O)c3ccccc3c2O)c(C)n1CC1CCCO1 (centres undefined)
0	-4	3	2	-5	-5	1	-5	-1	Cc1ccc(NC(=O)C(=O)NCC2CCCO2)cc1 (centres undefined)
11	-3	-2	4	4	-2	2	-5	1	CCn1cc(C(=O)NCC2CCCO2)c(=O)c2cc(S(=O)(=O)N3CCCCCC3)ccc21 (centres undefined)
9	2	2	10	0	16	-5	0	-12	Cc1ccc(S(=O)(=O)N2CCOCC2)cc1C(=O)Nc1nc(-c2ccccn2)cs1
14	-2	-12	0	6	0	6	-3	8	CC1CC(C)(C)NC(=O)O1 (centres undefined)
10	-2	-30	1	3	-1	7	-1	0	CN(C1CCS(=O)(=O)C1)S(=O)(=O)c1cccc2nsnc12 (centres undefined)
0	0	-11	2	-8	-4	10	-4	3	O=C(CSc1nnc(-c2ccco2)o1)c1ccc[nH]1
0	-8	-5	1	12	7	-2	-8	0	O=C(COC(=O)CC1CC2CCC1C2)NCc1ccc(F)cc1 (centres undefined)
1	-4	-7	0	-7	-4	3	-8	4	CN(C(=O)COC(=O)c1ccc(=O)n(Cc2ccccc2)n1)C1CCS(=O)(=O)C1 (centres undefined)
2	2	-2	10	12	5	4	-5	-2	CC(=O)c1ccc2c(c1)OCCOCCOc1ccc(C(C)=O)cc1OCCOCCO2
0	-2	9	1	6	4	4	-1	0	CCOC(=O)Nc1ccc(N2CCOCC2)c(S(=O)(=O)N2CCOCC2)c1
-4	-4	-8	0	0	2	6	-4	2	Cc1ccc(C)c(/C=N/Nc2ccccn2)c1
7	1	-2	1	1	10	2	-3	2	COC(=O)c1cc(S(=O)(=O)Nc2cc(S(=O)(=O)N(C)C)ccc2C)oc1C
84*	-2	-3	3	-1	-11	5	-4	-3	O=C(NCCc1ccccc1)c1nc2nc(-c3cccs3)cc(C(F)(F)F)n2n1
6	-1	-4	2	-6	5	7	-1	-2	O=C(Nc1ccccc1)Nc1cnccn1
0	-4	-1	0	1	-3	-1	-6	-1	CCC1CCCCN1CCCNC(=O)c1c(O)nc2c(C)cccn2c1=O (centres undefined)
-1	-6	-6	-1	-2	10	-1	-6	0	Cc1ccnc(NC(=O)c2ccc(COc3c(F)c(F)cc(F)c3F)o2)c1
12	-1	-1	0	2	1	7	-8	-1	Cc1cccc(Cn2ncc(Cl)c(Cl)c2=O)c1
9	-6	-9	1	-6	-1	11	-6	5	OC(Cn1ccnc1)c1ccc(Cl)cc1Cl (centres undefined)
2	3	-29	5	1	1	13	5	-2	Cn1c(CC2C(=O)Nc3ccc(Br)cc32)nc2ccccc2c1=O (centres undefined)

# Reprinted from the part before: two compounds; new compounds follow.
TAAR1 agonist	CHRM5 agonist	M1 antag	M4 ag	CHRM4 antagonist	CHRM5 antagonist	M1 PAM	M1 ag	CHRM5 PAM	mol
9	-6	-9	1	-6	-1	11	-6	5	OC(Cn1ccnc1)c1ccc(Cl)cc1Cl (centres undefined)
2	3	-29	5	1	1	13	5	-2	Cn1c(CC2C(=O)Nc3ccc(Br)cc32)nc2ccccc2c1=O (centres undefined)
5	0	-8	1	-14	8	7	-3	2	COc1ccc(Nc2c[nH]c(=O)[nH]c2=O)cc1
-1	-7	-4	3	-21	7	5	-2	-2	Cc1ccc(SCC(=O)N(C)CC(=O)Nc2cccc(F)c2)cc1
3	1	3	1	5	6	2	-7	-10	COc1ccc(-c2ccc(CCC(=O)O)n2CC(C)C)cc1
4	-8	8	-1	-4	2	0	-6	-15	C=C(C)COc1ccc(-c2nc(N)ncc2Oc2ccccc2OC)c(O)c1
12	4	2	7	-8	2	1	-2	-10	CC(C)(C)C(=O)Nc1cccc(-c2nc3ccccc3[nH]2)c1
0	0	-2	0	-11	-3	1	-3	1	CCOc1ccc(C(C)=O)cc1COC(=O)C1=COCCO1
-4	-1	-4	1	4	-1	3	-2	-2	CCC(=O)Nc1ccc(Cl)c(NC(=O)c2ccc(Br)o2)c1
0	1	-13	1	-7	6	8	-1	-2	CC(C)N1CC(C(=O)Nc2cccc([N+](=O)[O-])c2)CC1=O (centres undefined)
2	-4	-10	2	-8	-11	7	-12	13	OCCC1CN(Cc2cccc3c2OCO3)CCN1C1CCCC1 (centres undefined)
4	0	2	2	-4	2	5	-4	-4	O=C1c2ccccc2-c2nnc(-c3ccc(O)cc3)cc21
-1	-4	-8	1	5	-1	10	-3	-4	Cc1ccc(NC(=S)N(CCCN2CCOCC2)Cc2ccco2)cc1Cl
7	0	7	1	4	-2	-2	-3	-4	CC(=O)Nc1ccccc1OCC(=O)NC(C)c1ccccc1 (centres undefined)

# Fetched one by one from the list above:
TAAR1 agonist	CHRM5 agonist	M1 antag	M4 ag	CHRM4 antagonist	CHRM5 antagonist	M1 PAM	M1 ag	CHRM5 PAM	mol
9	-6	-9	1	-6	-1	11	-6	5	OC(Cn1ccnc1)c1ccc(Cl)cc1Cl (centres undefined)
0	-2	9	1	6	4	4	-1	0	CCOC(=O)Nc1ccc(N2CCOCC2)c(S(=O)(=O)N2CCOCC2)c1

# More records
TAAR1 agonist	CHRM5 agonist	M1 antag	M4 ag	CHRM4 antagonist	CHRM5 antagonist	M1 PAM	M1 ag	CHRM5 PAM	mol
0	2	-8	1	0	7	7	-5	4	CC1(C)CC(=O)/C(=C(\O)CCCN2C(=O)c3ccccc3C2=O)C(=NCCO)C1
5	8	-12	3	-1	-1	22	2	4	CC(C(Sc1ccccc1N)c1ccccc1)[N+](=O)[O-] (centres undefined)
1	-2	-15	1	10	10	7	-3	-7	CCCCCCCCCCCC(=O)N1CC(=O)NC(=O)C1
12	-6	-11	0	-3	6	10	-3	-3	O=C1CC(C(=O)NCc2ccccc2)N=C(N2CCCCC2)N1 (centres undefined)
10	2	3	0	10	2	7	-5	0	Cc1ccc(C(=O)NCCCNCCCN(C)C)cn1
4	1	8	1	4	8	0	-4	-2	COc1ccc(N/N=C(\C#N)C(=N)N2CCOCC2)cc1
6	-3	-22	1	-2	-7	20	-2	2	CCOc1ccc(Nc2oc(-c3cccs3)nc2C#N)cc1
0	-1	-16	2	-1	-1	9	-5	-6	CC1CC(C)CN(CCCNC(=O)Cn2ncn3cccc3c2=O)C1 (centres undefined)
-3	2	-4	1	-8	2	5	-2	1	CCc1ccc(S(=O)(=O)NCCc2cn3ccccc3n2)s1
18	14	11	22	-1	9	-7	10	-8	Cc1ccc(C)c(C(C)NC(=S)NCc2ccc(F)cc2)c1 (centres undefined)
28	-1	-9	2	-12	7	9	-5	0	Cc1ccc(CN2[C@@H]3c4ccccc4C[C@@H]3OCCS2(=O)=O)cc1
2	-7	-5	-2	-3	7	1	-6	-10	N/C(=N\OC(=O)C(c1ccccc1)c1ccccc1)c1ccncc1
0	3	-2	9	-3	-3	12	-1	4	CC1CCCC(C)N1C(=O)c1ccc2c(c1)S(=O)(=O)c1ccccc1C2=O (centres undefined)
0	-2	-28	7	-16	-1	8	-5	-8	CSc1ccc(CN2CCC2(C)C(=O)Nc2cnc3ccccc3c2)cc1 (centres undefined)
1	-17	-20	1	4	-5	9	-9	9	CCc1ccccc1NC(=O)NCCN1CCCCC1
1	-5	-8	2	-2	7	5	-4	1	COc1ccc(/C=C2\Oc3cc(OC(=O)N4CCOCC4)ccc3C2=O)cc1
11	-2	-29	0	-4	-5	5	-2	0	Cc1cc(NC(=O)Cn2nc(C(F)(F)F)c3c2CCCC3)no1
.	-5	2	4	-3	10	2	-12	-2	Cc1cc(C)c2nc(-c3ccccn3)cc(C(=O)Nc3ccc(S(=O)(=O)Nc4onc(C)c4C)cc3)c2c1
29	3	2	8	3	-5	-1	-1	1	Cc1cc(S(=O)(=O)NCCc2ccccc2)ccc1-n1cnnn1
0	-4	2	3	-7	-6	-7	-12	-4	O=C(Nc1ncc(Cc2cccc([N+](=O)[O-])c2)s1)c1ccco1
0	-2	-11	2	-14	-6	4	-5	3	CCN(CCN(C)C)C(=O)Cn1ncc2c1-c1cc(C)ccc1OC2
1	2	-8	1	1	1	10	2	-2	COc1ccc(Cl)cc1NC(=O)CN(C)C(=O)c1ccc2n[nH]nc2c1
5	-2	12	1	3	9	-4	-6	0	Nc1cc(=O)[nH]c(SCC(=O)Nc2ccc(S(=O)(=O)N3CCOCC3)cc2)n1
0	-4	2	3	-10	0	0	-2	-4	C=CCN1CC(=O)N2C(C)c3[nH]c4ccccc4c3C[C@H]2C1=O (some centres undefined)
2	1	-1	25	0	-2	4	-2	-6	CCCCOC(=O)c1ccc(NC(=O)C(=O)NCc2cccnc2)cc1
-1	38*	-19	0	26	5	16	2	6	CC1=CC(C)(C)N2C(=O)C(=Nc3ccc(O)cc3)c3cccc1c32
-1	4	4	1	-9	-1	9	-2	1	C/C(=N\NS(=O)(=O)c1ccc(C)c([N+](=O)[O-])c1)c1cc2ccccc2o1
0	-2	4	2	8	4	-6	-5	-4	NS(=O)(=O)c1ccc(CCNC(=O)CSc2ccc(Cl)cc2)cc1
0	0	-5	1	9	8	2	-7	-1	CNc1ncnc2sc(-c3ccccc3)cc12
2	3	-10	2	-12	8	4	0	4	Cn1nc(C(=O)OCC(=O)Nc2ccc(F)cc2Cl)c2ccccc2c1=O
10	0	-20	1	9	-2	7	-1	7	O=C(NCC(=O)N(CC1CCCO1)C(C(=O)NC1CCCCC1)c1ccccc1)c1cccs1 (centres undefined)
.	0	-4	0	-11	-11	4	-5	1	Oc1ccc(CN2CCN(c3ccccc3)CC2)c2cccnc12
-1	-4	-18	0	0	3	11	0	-4	Cn1cc(C(=O)c2ccc(Cl)cc2Cl)cc1C(=O)O
6	-2	-3	1	4	3	6	-2	-8	COc1ccc(S(=O)(=O)c2ccc(O)cc2)cc1
-1	-1	-16	7	-1	11	9	-3	-6	COc1ccc(S(=O)(=O)N2CCN(CCCOc3ccc(F)cc3)CC2)cc1OC
6	-2	-19	3	-18	1	12	0	-7	COCCCNC(=O)c1ccc2c(=O)n(Cc3ccc(OC)cc3)c(=O)[nH]c2c1
2	-2	-1	0	4	5	7	-11	-1	Cc1ccccc1NC(=O)/C(C#N)=C\c1ccsc1

# CHRM5 agonist, hit marks shown above.
TAAR1 agonist	CHRM5 agonist	M1 antag	M4 ag	CHRM4 antagonist	CHRM5 antagonist	M1 PAM	M1 ag	CHRM5 PAM	mol
-1	38*	-19	0	26	5	16	2	6	CC1=CC(C)(C)N2C(=O)C(=Nc3ccc(O)cc3)c3cccc1c32

# Bioassay records deposited in PubChem by The Scripps Research Institute Molecular Screening Center.

# These rows are one share of the data; the hit share may differ from the screen's.
